Screening data from PubChem BioAssay.
S aureus QS inh: inhibitors of bacterial quorum sensing in S. aureus; S. aureus RN6390 RNAIII-GFP reporter, AIP-induced, flow cytometry 3 h; inhibition, % at 2 µM; 0.3% of 24,000 active;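 active means share of bacteria positive for the green fluorescent reporter and its mean brightness both inhibited by 50% or more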;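 further: 0% = AIP-stimulated control and 100% = unstimulated bacteria without AIP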
S aureus QS inh GFP MFI %: also measured in S aureus QS inh; calls as there; inhibition, %; measured here: inhibition of GFP MFI
The depositor's hits bear a star. An excerpt (hit frequency here may not be typical).

mol,S aureus QS inh,S aureus QS inh GFP MFI %
COc1cccc(OCC(O)CN2CCN(CCO)CC2)c1 (stereo unspecified),-2.0,-8.9
CO/C([O-])=N/c1c[n+](-c2ccc(C)cc2)no1,-0.5,-10.8
COC(=O)CSc1nnc(CSc2nc(C)cc(C)n2)n1Cc1ccco1,0.2,9.8
O=C1Nc2ccccc2C(O)(C(=O)NCc2ccc3c(c2)OCO3)N1c1ccccc1 (stereo unspecified),-3.5,-8.5
O=C(N1CCN=C1SCc1cccnc1)C12CC3CC(CC(C3)C1)C2,-1.7,-16.8
Cc1cccc2nc(Cn3c(=O)n(CCC(=O)NCc4ccco4)c(=O)c4sccc43)cc(=O)n12,6.0,9.4
O=C1CCc2cc(S(=O)(=O)N3CCN(c4cccc(Cl)c4)CC3)ccc2N1,4.9,11.7
CC(C)NC(=O)C(C)n1cccc1C(=O)c1ccccc1 (stereo unspecified),-14.2,-15.7
CN1CCN(CCCNC(=O)c2cc3c(=O)oc4ccccc4c3s2)CC1,-0.9,3.5
CC(C(=O)N1CCCCC1)n1sc2ccccc2c1=O (stereo unspecified),-2.4,-9.7
Cc1cc(NC(=O)COc2ncnc3sc(C)c(C)c23)no1,-1.2,10.6
CC(C)(C)SCCNC(=O)CN1C(=O)c2ccccc2S1(=O)=O,0.7,5.5
CCOCCCNC(=O)CN1C(=O)CSc2ccccc21,0.4,0.8
Cc1cccc(Cn2c(N(C)CCO)nc3c2c(=O)[nH]c(=O)n3C)c1,1.4,20.6
COc1cc(C2C(C#N)=C(N)Oc3n[nH]c(-c4ccccn4)c32)cc(OC)c1OC (stereo unspecified),-3.4,8.1
COc1ccccc1-c1nc(C(F)(F)F)c(OC)o1,0.1,-23.6
Cc1nonc1NC(=O)c1ccccc1Br,-0.3,-2.8
CCOc1ccccc1CN1C(=O)c2ccccc2C1C(=O)NCC1CCCO1 (stereo unspecified),1.3,4.9
Cc1ncoc1C(=O)Nc1nccs1,-1.1,3.2
COc1ccc(S(=O)(=O)NC(CC(=O)NCC2CCCO2)c2ccco2)cc1 (stereo unspecified),-0.3,4.7
COC(=O)C1=C(CSCc2ccco2)NC(=O)NC1c1cc(C)ccc1C (stereo unspecified),-0.8,2.5
Cc1ccc(C2CC(c3ccco3)n3ncnc3N2)cc1 (stereo unspecified),-0.4,7.0
CCN1CCN(C(=O)c2cc3cc4cc(OC)ccc4nc3s2)CC1,0.9,7.1
CC(C)(C)n1ncc2c(=O)n(CC(=O)NC3CCCCC3)cnc21,-0.9,8.2
Cc1cc(NC(=O)CCCS(=O)(=O)c2nc(-c3cccs3)cc(C(F)(F)F)n2)no1,0.2,5.0
COc1ccc(-c2nc(CS(=O)CC(=O)NCc3ccco3)c(C)o2)cc1OC (stereo unspecified),6.1,21.8
CC(=O)C1C(c2ccc(F)cc2)NC(=O)NC1(O)C(F)(F)F (stereo unspecified),3.0,4.4
Cc1noc(/C=C/N(C)C)c1S(=O)(=O)N1CCCC(C(=O)NCc2cccs2)C1 (stereo unspecified),3.3,20.3
CC(C)c1[nH]nc2c1C1(CCN(Cc3ccccc3)CC1)C(C#N)=C(N)O2,0.3,26.0
COc1ccc(-n2c(=O)cc(N3CC(C)OC(C)C3)[nH]c2=O)cc1 (stereo unspecified),-7.5,-70.9
Cc1c(C(=O)O)sc2ncn(C)c(=O)c12,-1.6,-5.0
Cc1nn(-c2ccc(F)cc2)c2c1cc(C#N)c1nc3ccccc3n12,-0.4,-1.7
CCOn1c(=O)c(=O)n(OCc2ccccc2)c2ccccc21,0.0,0.1
O=C(Nc1cccc2nsnc12)c1cccs1,0.7,-15.6
CCC1Oc2ccc(C)cc2N(CC(=O)NCc2cccc(OC)c2)C1=O (stereo unspecified),0.5,7.6
COCCNS(=O)(=O)c1ccc(C2CNC(=O)C2)cc1 (stereo unspecified),-1.5,-2.2
O=C(c1cccn2c(=O)c3ccccc3nc12)N1CCN(c2ccccn2)CC1,-2.1,-41.6
Cc1csc(NC(=O)CCCSc2nc3ccccc3s2)n1,0.6,2.3
Cc1cc(CN2CCN(CCC#N)CC2)c(O)c(C2(C)CCCCC2)c1,0.6,2.6
CCCc1cc(C(=O)NC2CCCCC2)no1,-2.0,8.8
Cc1cc(Nc2ccc(Br)c(C)c2)n2nc(C)nc2n1,1.6,13.9
CCN1CCN(C(c2cccs2)C(C)NC(=O)c2cccnc2)CC1 (stereo unspecified),3.7,9.4
CC(=O)C1=C(O)C(=O)N(CC(=O)O)C1c1ccccc1Cl (stereo unspecified),-4.6,-33.0
CN1C(=O)CCC1(O)c1ccccc1 (stereo unspecified),-1.1,0.2
CC12CCC(C(=O)N3CCCCC3)(CC1=O)C2(C)C (stereo unspecified),-0.3,15.8
CC(=O)Nc1ccc(S(=O)(=O)n2cnc(C)c2)cc1,-0.7,-8.8
CCc1cc2c(=O)c(-c3nc4ccccc4[nH]3)coc2c(CN2CCC(C)CC2)c1O,2.1,10.2
Cc1ccc(-c2nc(CS(=O)CC(=O)NCCCN3CC(C)CC(C)C3)c(C)o2)cc1 (stereo unspecified),-0.1,-3.8
CN(CC(=O)NCCN1CCN(Cc2ccccc2)CC1)S(=O)(=O)c1cccc2nsnc12,0.9,4.1
COc1cccc(N2C(=O)C3ON(c4ccccc4)C(c4cccs4)C3C2=O)c1 (stereo unspecified),-1.4,11.7
CC(C)c1cc(C(=O)Nc2cccnc2)no1,0.0,-10.3
C=CCc1cccc2cc(C(=O)NCc3cccnc3)c(=O)oc12,0.0,1.2
COc1ccc(OC)c(C(=O)CSc2nc3ncccc3[nH]2)c1,0.3,46.2
COc1ccc(-n2ccnc2SCC(=O)Nc2ccccc2)cc1,3.4,16.8
CCSc1nnc(NC(=O)c2ccc(C)o2)s1,0.9,0.6
Oc1ccc(N2CCN(C(c3ccncc3)c3nnnn3C3CCCC3)CC2)cc1 (stereo unspecified),0.1,6.5
Cn1c(C(=O)N2CCc3ccccc3C2)cc2c(=O)n3ccccc3nc21,0.7,6.6
Cc1ccccc1-c1noc(N)c1C#N,-0.2,-6.3
CCOC(=O)N1CCN(C(=O)c2csc3c2CCCCC3)CC1,3.5,19.9
COCCNC(=O)Cn1ncc2ccsc2c1=O,7.2,14.8

The results go on.
mol,S aureus QS inh,S aureus QS inh GFP MFI %
CCOc1ccc(C2C(C#N)=C(N)Oc3cc(C)n(CCN(C)C)c(=O)c32)cc1OCC (stereo unspecified),-0.1,-15.7
O=C(Nc1ccccc1)c1cccnc1N1CCOCC1,-1.7,-14.9
CCN(Cc1cc2ccccc2[nH]c1=O)S(=O)(=O)c1ccccc1,1.1,2.8
NC(=O)c1cccc(S(=O)(=O)N2CC(c3ccccc3)CC2=O)c1 (stereo unspecified),-3.3,-1.0
COc1ccccc1Nc1nc(N)nc(CN2CCOCC2)n1,-3.0,-21.8
Cc1nc(C)n(C(C)CC(=O)O)n1 (stereo unspecified),0.2,1.0
c1ccc(CN2C3=NCCCN3c3ccccc32)cc1,-1.4,-12.3
COc1cccc(C2=NOC(C(=O)NCc3ccccc3)C2)c1 (stereo unspecified),0.0,6.4
CCOc1ccc(-c2nc(=S)[nH][nH]2)cc1,-6.0,-11.7
COC(=O)c1cn(-c2ccccc2)nc1C(=O)OC,-0.4,-2.8
Cc1ccc2c(CNCc3ccco3)cc(=O)oc2c1,-0.2,2.2
CC(=O)Nc1c(Cl)n(C(C)=O)c2ccccc12,0.1,6.0
COC(=O)Cc1c(C)nc2nc(-c3ccco3)[nH]n2c1=O,-3.9,-10.4
O=C(Nc1ccc(F)cc1F)N1CCN(C/C=C/c2ccccc2)CC1,0.4,6.4
O=C(Cc1ccc(-n2cccc2)cc1)NC1CCCCC1,-3.0,-11.9
Cc1ccc(-n2c(Cc3cccn3C)nnc2SCC(=O)N2CCN(c3ccccc3)CC2)cc1,-4.4,-7.4
O=C(NCCCn1ccnc1)Nc1ccc(Cl)cc1,-0.7,-81.0
COc1ccc(CCN2C(=O)CC(N3CCOCC3)C2=O)cc1 (stereo unspecified),-2.6,-9.8
O=C(O)c1ccc(Cl)c(NC(=O)C2CCCN2S(=O)(=O)c2cccc3nsnc23)c1 (stereo unspecified),0.3,2.9
CCN(CC)S(=O)(=O)N1CCC(C(=O)NC2CCCC2)CC1,-6.0,-1.0
CN1CCN(CCCNC(=O)c2ccc3c(c2)N(Cc2ccccc2)CCS3)CC1,-1.4,6.6
CC(=O)N1C(=O)C(=C2C=C(C)OC(C)=C2)c2ccccc21,-0.3,10.7
CCCc1[nH]nc2c1C(/C(C)=C/c1ccccc1)C(C#N)=C(N)O2 (stereo unspecified),0.7,0.7
COCCN1C(=O)c2oc3ccccc3c(=O)c2C1c1cccc(O)c1 (stereo unspecified),0.3,2.7
O=C(C1CCCN(Cc2cccs2)C1)N1CCCCCC1 (stereo unspecified),-0.8,2.8
CCOC(=O)CSC1=C(C#N)C(c2ccccc2)C(C(C)=O)=C(C)N1 (stereo unspecified),0.9,3.1
CN(C)/C=C1\C=C(c2ccccc2)OC1=O,0.4,1.9
COc1cccc2cc(C(C)N(CCCN3CCOCC3)C(=O)Nc3ccccc3)oc12 (stereo unspecified),-1.8,-8.1
Cc1nc2ccccc2c2oc(C(=O)N3CCN(C4CCCCC4)CC3)cc12,-4.5,-51.0
CCOc1ccc(OCC)c(NC(=O)C2COc3ccccc3O2)c1 (stereo unspecified),-1.9,-32.8

Going on with the list.
Value order: S aureus QS inh	S aureus QS inh GFP MFI %
COc1ccccc1CN1CC(C(=O)NCc2cccnc2)CC1=O (stereo unspecified)
 : 0.9	-0.9
Cc1cccc(C)c1NC(=O)N1CCC(N2CCCCC2)CC1
 : 9.8	21.8
CCOC(=O)c1c(NC(=O)c2noc3c2CCCC3)sc2c1CCCC2
 : -0.1	-18.6
CC(C)Nc1nc(-c2ccccc2)nc(-n2ccnc2)n1
 : 2.3	-0.6
CN(C1CCCCC1)S(=O)(=O)c1ccc(S(=O)(=O)N2CCN(CCC#N)CC2)cc1
 : -0.9	2.7
CCC(=O)OC1(C#CCOc2ccc(OC)cc2)CCN(C)CC1
 : -0.8	0.4
COCCNC(=O)CCn1nc(-c2ccc(Cl)cc2)ccc1=O
 : 0.2	1.7
CCC(C)NC(=O)C1=C(C)C(=O)OC12CCC(C)CC2 (stereo unspecified)
 : -7.0	-8.6
O=C(CN1CCN(C(=O)c2c(F)cccc2F)CC1)Nc1ccccc1F
 : 49.1	58.2
COc1ccc(CNc2nc3nc(C)c(Cl)c(C)n3n2)cc1OC
 : 8.5	20.5
COc1ccc(-n2c(Cc3cccn3C)nnc2SCC(=O)Nc2ccc(C(C)=O)cc2)cc1
 : -0.6	-2.7
CN(c1cccc(NC(=O)COc2ccccc2)c1)S(C)(=O)=O
 : -2.3	-3.3
Cn1c(=O)c2c(nc(N3CCCCC3)n2CCCNC2=NCCCC2)n(C)c1=O
 : 1.0	-0.5
Cc1ccc(N2CCN(CCc3nc4cc(NS(C)(=O)=O)ccc4n3C)CC2)cc1
 : -0.4	9.0
O=C(NCC1CCCO1)C1CCN(c2ccc(S(=O)(=O)N3CCCC3)cc2)CC1 (stereo unspecified)
 : -2.6	-9.9
CC1(C)CC(=O)c2c(-c3cccs3)n[nH]c2C1
 : 0.3	16.2
CCCCN(CC)CCNC(=O)C1c2cc(OC)c(OC)cc2C(=O)N2CCc3ccccc3C12 (stereo unspecified)
 : 5.1	7.9
COc1ccc(N(CC(=O)N2CCN(c3ccccc3)CC2)S(=O)(=O)c2c(C)noc2C)cc1
 : -5.2	-21.9
COc1ccccc1NC(=O)CN1CCN(CC(=O)Nc2ccc(F)cc2)CC1
 : 0.3	6.7
CCCCN(C)S(=O)(=O)c1ccc(C(=O)Nc2nnc(-c3cccs3)o2)cc1
 : -2.2	-10.0
CCCCNC(=O)NS(=O)(=O)c1ccc(C)cc1
 : -3.6	-34.3
Cc1cc(NC(=O)c2cc(-c3ccco3)on2)no1
 : -2.2	-9.0
COc1cccc(OCC(=O)N(Cc2nc(-c3ccc(Cl)cc3)no2)C(C)C)c1
 : 3.9	16.0
O=C(CCCCCn1c(=S)[nH]c2cc3c(cc2c1=O)OCO3)N1CCN(C2CCCCC2)CC1
 : 5.9	18.8
Cc1cccc(NC2=NC3(CCCCC3)N=C(N)N2)c1
 : 0.8	-0.8
Cn1cc(C(=O)NC2CCCCCC2)c(=O)c2cc(S(=O)(=O)N3CCCC3)ccc21
 : 4.8	11.2
Cc1ccccc1-n1c(=O)c2ccccc2n2nnnc12
 : -1.6	-9.0
Cc1ccc(Nc2cc(C)nc3ncnn23)c(Cl)c1
 : -1.3	-5.1
Cc1ccc(-c2ccc(SCC(=O)Nc3nonc3C)nn2)cc1
 : -11.4	-34.4
CCOC(=O)C1CCCN(c2c(N3CCC(N4CCCCC4)CC3)c(=O)c2=O)C1 (stereo unspecified)
 : -4.8	-12.1

3 successive compounds from above, quoted:
Value order: S aureus QS inh	S aureus QS inh GFP MFI %
CC1(C)CC(=O)c2c(-c3cccs3)n[nH]c2C1
 : 0.3	16.2
CCCCN(CC)CCNC(=O)C1c2cc(OC)c(OC)cc2C(=O)N2CCc3ccccc3C12 (stereo unspecified)
 : 5.1	7.9
COc1ccc(N(CC(=O)N2CCN(c3ccccc3)CC2)S(=O)(=O)c2c(C)noc2C)cc1
 : -5.2	-21.9

The results go on.
Value order: S aureus QS inh	S aureus QS inh GFP MFI %
Cc1ccc2cc(CN(CCN3CCCC3)C(=O)Nc3ccccc3)c(=O)[nH]c2c1C
 : 40.5	67.2
CCOc1ccc(NC(=O)c2ccncc2)cc1
 : 0.1	14.8
COC(=O)c1cnc2c(C(F)(F)F)cccc2c1OC
 : 1.2	59.5
CS(=O)(=O)N(CC(=O)N1CCCCCC1)c1ccc(Br)cc1
 : -0.8	0.1
CCOC(=O)N1CCN(C(=O)c2cnc(Nc3ccccc3OC)c3ccccc23)CC1
 : -5.1	-18.1

Among those listed so far, these have a tert-butyl group.
Value order: S aureus QS inh	S aureus QS inh GFP MFI %
CC(C)(C)SCCNC(=O)CN1C(=O)c2ccccc2S1(=O)=O
 : 0.7	5.5
CC(C)(C)n1ncc2c(=O)n(CC(=O)NC3CCCCC3)cnc21
 : -0.9	8.2
